From PubChem BioAssay
Growth percent in the NCI-60 one-dose screen (48 h, 10 µM unless noted): 100 = growth as untreated, 0 = no growth, -100 = all killed.
ACHN: ACHN renal cancer. 4.9% of 81,000 active. AID 1794771
CAKI-1: CAKI-1 renal cancer | 4.7% of 75,000 active
RXF 393: RXF 393 renal cancer cells; AID 1794773; 6.9% of 77,000 active
OVCAR-4: OVCAR-4 ovarian cancer cells | AID 1794784 | 3.7% of 80,000 active
OVCAR-5: OVCAR-5 ovarian cancer | 2.9% of 82,000 active
A498: A498 renal cancer cells; 5.4% of 76,000 active; AID 1794774
OVCAR-8: OVCAR-8 ovarian cancer. 4.4% of 81,000 active. AID 1794782
OVCAR-3: OVCAR-3 ovarian cancer | 7% of 79,000 active
* marks the source's active call; other numbers are inactive results; · = not tested or not shown; & = joins results of further samples; ! = a repeat was not active. Rule for the calls: active = growth percent below 10; inactive = the rest.

Start of the listing, in advance, 2 compounds:
SMILES	ACHN	CAKI-1	RXF 393	OVCAR-4	OVCAR-5	A498	OVCAR-8	OVCAR-3
O=C(O)c1ccccc1C(=O)OCC1CCC(=NO)CC1 (stereo not drawn)	104&108	91&99	90&113	92&105	104&112	90&107	96&103	111&124
COC(=O)N[C@@H](C)CNc1nccc(-c2cn(C(C)C)nc2-c2cc(Cl)cc(NS(C)(=O)=O)c2F)n1	28	34	43	71	43	32	73	87

The list itself, previewed entries included:
SMILES	ACHN	CAKI-1	RXF 393	OVCAR-4	OVCAR-5	A498	OVCAR-8	OVCAR-3
O=C(O)c1ccccc1C(=O)OCC1CCC(=NO)CC1 (stereo not drawn)	104&108	91&99	90&113	92&105	104&112	90&107	96&103	111&124
COC(=O)N[C@@H](C)CNc1nccc(-c2cn(C(C)C)nc2-c2cc(Cl)cc(NS(C)(=O)=O)c2F)n1	28	34	43	71	43	32	73	87
CC[N+](C)(CC)CCOc1ccc(OCC[N+](C)(CC)CC)c2c1C(=O)c1ccccc1C2=O	104	·	98	117	108	107	97	105
COc1cccc(-c2nc3sccn3c2-c2ccnc(NCCCNS(=O)(=O)c3ccc(Br)cc3)c2)c1	61	46	73	50	103	47	49	70
COc1ccc2nc(N)sc2c1	101	93	119	110	107	119	103	115
O=C1C=C(C(O)c2ccc(O)cc2)C(=O)c2ccccc21 (stereo not drawn)	93	·	147	·	100	104	104	96
N#Cc1c(-c2cccc(Cl)c2)cc(-c2ccccc2Br)[nH]c1=O	92	75	95	90	106	89	101	92
CNc1ncc2cc(-c3ccc(-c4ncccc4F)cc3Cl)c(=O)n(CC3OCC(N)CO3)c2n1 (stereo not drawn)	41	0.3*	-9.7*	117	44	6.4*	66	91
N#Cc1ccccc1-c1ccc(CN2C(=O)S/C(=C\c3ccc(O)cc3)C2=O)cc1	103	93	96	106	100	97	97	118
C(=C\c1n(Cc2ccc3ccccc3c2)c2ccccc2[n+]1Cc1ccc2ccccc2c1)/c1ccc(-n2c3ccccc3c3ccccc32)cc1	102	83	86	101	99	110	85	92
COc1ccc(-c2cn(Cc3cc4ccccc4s3)nn2)cc1O	66	69	102	87	104	60	86	98
CS(=O)(=O)c1nccc(-c2c(-c3cccc(O)c3)nc3sccn23)n1	86	95	85	78	99	71	95	97
CC(C)(C)C(=O)/C=C/c1cccc(F)c1	113	102	109	112	114	99	95	110
COc1ccc(-n2ncn(Cc3cc(=O)oc4c3ccc3ccccc34)c2=O)cc1	97	84	98	98	93	109	100	109
CCn1cnc2c(SC)ncnc21	115	110	·	114	103	111	88	129
Cn1c(=O)c2[nH]c(=S)[nH]c2n(C)c1=O	102	94	·	105	99	100	107	98
Cc1ccc(-c2csc(NC(=O)CCCCl)n2)cc1	99	92	105	91	95	82	106	101
Cc1ccc(Nc2nc3sc4cc(Cl)c(Cl)cc4n3c(=O)c2C#N)cc1	103	112	21	86	126	116	104	105
Nc1cc(=O)[nH][nH]1	105&116	98&98	107&128	106&111	111&119	78&87	97&120	110&94
NC(CSCCc1ccncc1)C(=O)O (stereo not drawn)	101	97	104	89	100	97	102	107

A draw from above in order of molecular weight, lowest first:
SMILES	ACHN	CAKI-1	RXF 393	OVCAR-4	OVCAR-5	A498	OVCAR-8	OVCAR-3
COc1ccc2nc(N)sc2c1	101	93	119	110	107	119	103	115
NC(CSCCc1ccncc1)C(=O)O (stereo not drawn)	101	97	104	89	100	97	102	107
COc1ccc(-c2cn(Cc3cc4ccccc4s3)nn2)cc1O	66	69	102	87	104	60	86	98
COc1ccc(-n2ncn(Cc3cc(=O)oc4c3ccc3ccccc34)c2=O)cc1	97	84	98	98	93	109	100	109
CNc1ncc2cc(-c3ccc(-c4ncccc4F)cc3Cl)c(=O)n(CC3OCC(N)CO3)c2n1 (stereo not drawn)	41	0.3*	-9.7*	117	44	6.4*	66	91
C(=C\c1n(Cc2ccc3ccccc3c2)c2ccccc2[n+]1Cc1ccc2ccccc2c1)/c1ccc(-n2c3ccccc3c3ccccc32)cc1	102	83	86	101	99	110	85	92

Carrying on:
SMILES	ACHN	CAKI-1	RXF 393	OVCAR-4	OVCAR-5	A498	OVCAR-8	OVCAR-3
ClC(Cl)(Cl)c1ncnc2nc[nH]c12	97	100	118	99	90	121	93	104
COc1cc(-c2nc(-c3nnc(-c4ccc(F)c(Cl)c4)o3)c3ccccn23)cc(OC)c1OC	11	58	40	-40*	68	41	-28*	22
COC(=O)c1ccc(C2SCC(=O)N2NC(=O)c2[nH]c3ccc(F)cc3c2-c2ccccc2)cc1 (stereo not drawn)	92	·	·	83	101	106	98	98
CC(C)CCNC(=O)/C=C/Cn1cc(Br)c2ncccc2c1=O	97	98	101	97	98	50	106	115
Cc1ccc(NC(=O)CCCl)cc1Cl	101	·	89	101	93	92	94	91
CCCc1nc2sc3c(c2c(=O)n1NC(=O)c1ccc(C#N)cc1)CCCC3	102	93	108	103	113	87	91	111
O=C1[C@@H](Oc2ccc(Cl)cc2)[C@]2(C3CCCCC3)c3ccsc3CCN12	92	75	101	93	113	81	98	98
Cc1ccc(C(=O)Nc2ccc(CN3CCN(C)CC3)c(C(F)(F)F)c2)cc1C#Cc1cnc(N)c2ccccc12	-92*	-82*	-75*	-52*	3.0*	-33*	-42*	-58*
COc1ccc(C/C(C)=C(\c2ccccc2)c2ccc(OCCN)cc2)cc1	106	88	108	106	104	113	99	·
Cc1ccc(NC(=O)NC2OC(=O)c3ccccc32)cc1 (stereo not drawn)	100	104	116	115	94	116	102	108
O=C(O)CCC(=O)NCC1CCCC(CNC(=O)CCC(=O)O)C1 (stereo not drawn)	103	91	110	107	100	92	99	127
COc1ccc2[nH]cc(C3(c4c[nH]c5ccc(OC)cc45)C(=O)Nc4ccc(Cl)cc43)c2c1	76	62	94	80	89	74	90	62
CC1CCN(CN2N=C3c4ccsc4CCCC3CC2=O)CC1 (stereo not drawn)	110	·	115	95	92	98	107	102
O=C1NC(=C(Cl)Cl)/C(=N/S(=O)(=O)N2CCCCC2CC2(C(F)(F)F)N=N2)N1 (stereo not drawn)	-49*	-65*	-29*	-10*	91	·	18	-15*
Oc1ccc(CSc2nnc(-c3ccc(Br)cc3)o2)c2cccnc12	18	26	61	22	90	75	28	27
O=S(=O)(Cc1ccc(Cl)cc1Cl)c1ccc(Cl)cc1	56	38	-16*	70	54	42	32	1.5*
Nc1nc2c(sc3ncn([C@@H]4O[C@H](CO)[C@@H](O)C4(F)F)c32)c(=O)[nH]1	104	99	106	77	104	76	97	90
Fc1cccc(CNc2nc(SCCN3CCOCC3)nc3c2cnn3CC(Cl)c2ccc(Br)cc2)c1 (stereo not drawn)	17	27	29	27	60	57	33	50
O=[N+]([O-])c1ccc(N/N=C\c2cc(Br)ccc2O)nc1	5.0*!	2.3*	48&44	7.7*!	54&52	69	4.0*!	24&11
COC(=O)CCN(C(=O)OC)c1ccccc1	116	·	120	107	112	·	99	111
Nc1ncnc2c1cnn2CCO	106	88	·	102	123	98	108	113
CN1CCCc2cc(/C=C3\SC(=S)N(C(Cc4ccccc4)C(=O)O)C3=O)ccc21 (stereo not drawn)	97	85	106	96	99	89	101	108
CN1C(=O)N(C)C2(c3ccccc3)N(CC(=O)NCCc3c[nH]c4ccccc34)C(=O)NC12c1ccccc1 (stereo not drawn)	101	75	97	102	101	103	97	103
c1ccc(C(=NN=C(c2ccccc2)c2ccccc2)c2ccccc2)cc1	93	78	·	90	107	104	94	109
Cc1cccc(-n2ncc3c(=O)[nH]c(-n4nc(C)cc4NC(=O)c4cc5ccccc5o4)nc32)c1	122	105	110	97	117	102	96	101
CCOC(=O)c1cnc2nc[nH]n2c1=O	101	109	99	109	97	88	106	106
Cc1cc(-c2ccco2)c(C#N)c(=O)n1C(=O)c1ccccc1	103	89	111	97	94	103	101	107
Cc1cc(N=Nc2nccs2)c(O)cc1O	34	·	84	30	90	99	52	19
Clc1ccc(-c2nn(-c3ccccc3)cc2-c2nc3ccccc3[nH]2)cc1	86	66	77	72	94	68	80	63
O=C1C(=O)c2c(nc3ncccn23)-c2ccccc21	-100*	·	-97*	-96*	-88*	-96*	-61*	-50*
O=C(Nc1ccn(CCOC(=O)c2ccccc2)c(=O)n1)c1ccccc1	117	101	105	115	117	94	104	114
Cc1ccccc1NC(=O)Cn1cc(CN2CCN(c3ccnc4cc(Cl)ccc34)CC2)nn1	95	80	102	94	103	85	103	105
COc1ccc(C(=O)C/C(=C/c2ccc(-c3ccc(Cl)cc3)o2)C(=O)NCc2ccccc2)cc1	99	90	93	91	100	106	92	124
C[C@@H]1N=C(c2coc3ccccc23)Nc2nc3ccccn3c2C1=O	87	75	95	95	108	101	100	94
COc1ccc(C(Cc2ccccc2)NCCNCCO)cc1 (stereo not drawn)	107	99	101	105	98	109	106	102
O=C1OC(c2ccc(O)cc2)(c2ccccc2O)c2ccccc21 (stereo not drawn)	105	96	119	105	106	104	105	113
O=C(OCP(=O)(COC(=O)c1ccccc1)COC(=O)c1ccccc1)c1ccccc1	102	91	107	·	99	109	105	105
O=c1[nH]c2sc3c(c2c2nnnn12)CCCC3	96	·	98	104	111	100	99	101
CCCn1c(=S)[nH]c2ccccc2c1=O	107	95	132	115	109	90	93	95
COc1cc(CNC(=O)/C=C/c2ccc3c(c2)OCO3)ccc1OCc1cn(-c2ccccc2[N+](=O)[O-])nn1	93	72	88	93	93	103	102	114
CC(=O)Nc1c(Cl)cc(Cl)c2c1Cc1cc(Cl)ccc1-2	100	85	115	76	100	114	87	113
CCN(CC)CCC(O)(Cc1ccccc1)C(C(=O)O)c1ccccc1 (stereo not drawn)	103	97	106	108	106	·	100	107
COc1cc(OC)c2c(c1)c1nc3cc(C)c(C)cc3nc1n2CCN(C)C	84	70	96	88	105	105	79	109
Nc1n[nH]c(=S)s1	101	89	110	100	93	97	108	103
COc1ccc(C2c3sc4ccc(C)cc4c3Oc3nc(N)nc(N)c32)cc1 (stereo not drawn)	94	63	65	86	96	113	87	97
C=C(CN)[C@@H]1CC[C@]2(CO)CC[C@]3(C)[C@H](CC[C@@H]4[C@@]5(C)CCCNC(C)(C)[C@@H]5CC[C@]43C)[C@@H]12	101	91	91	87	92	66	95	102
Cc1cc(=O)c2c(ccc3c(=O)cc(C)[nH]c32)[nH]1	103	95	104	95	100	114	99	115
CN(C)CCOc1ccccc1NC1=C(Cl)C(=O)C(Nc2ccccc2OCCN(C)C)=C(Cl)C1=O	-84*	·	68	-99*	109	107	27	-96*
Nc1ncnc2c1ncn2C1OC(CO)CC1F (stereo not drawn)	105	105	·	103	103	99	103	107
CC(C)OC(=O)[C@H](C)N[P@](=O)(OCC1=CC[C@H](n2ccc(=O)[nH]c2=O)O1)Oc1ccccc1	113	92	97	108	109	·	104	115
C[N+]1(CC[N+]2(C)CC3CCCCC3C2)CCCCC1 (stereo not drawn)	100	101	117	107	113	103	103	99
CCOC(=O)C1=NN(c2ccccc2)C(=O)/C1=C\N1CC(=O)NC1=S	92	94	103	92	110	94	100	117
CN(C1c2ccccc2Oc2ccccc21)S(=O)(=O)c1ccc(Br)cc1	90	81	90	82	89	79	98	103
Oc1ccc(-c2ccc3c(c2)ncn3-c2ccccc2)cc1	58	73	·	75	110	81	86	·
CC(O)CC(=O)NN (stereo not drawn)	101	99	·	109	111	101	95	105
CC(OC(C)c1ccccc1)c1ccccc1 (stereo not drawn)	104	98	·	109	108	85	98	112
CCOC(=O)C1=Cc2c(oc3ccc([N+](=O)[O-])cc3c2=O)C(C)(C)C1	95	78	103	90	91	80	95	·
N=c1nnc(=N)c1=NNc1cccc2c(O)c3ccccc3c(O)c12	35	61	81	74	90	62	84	97
O=C1c2ccccc2C2(c3ccc(O)cc3)c3ccccc3Oc3cccc1c32 (stereo not drawn)	43	46	11	87	31	47	67	11
CC(=O)c1cc(C(=O)c2ccccc2)n2c(C)cccc12	99	80	·	89	110	131	99	114

Compound profiles, as listed above.
Listed for O=C1c2ccccc2C2(c3ccc(O)cc3)c3ccccc3Oc3cccc1c32 (stereo not drawn) → ACHN: 43; CAKI-1: 46; RXF 393: 11; OVCAR-4: 87; OVCAR-5: 31; A498: 47; OVCAR-8: 67; OVCAR-3: 11
Listed for C[N+]1(CC[N+]2(C)CC3CCCCC3C2)CCCCC1 (stereo not drawn) → ACHN: 100; CAKI-1: 101; RXF 393: 117; OVCAR-4: 107; OVCAR-5: 113; A498: 103; OVCAR-8: 103; OVCAR-3: 99

Following part
SMILES	ACHN	CAKI-1	RXF 393	OVCAR-4	OVCAR-5	A498	OVCAR-8	OVCAR-3
O=C(CN1CCN(c2cc3c(cc2F)c(=O)c(C(=O)O)cn3C2CC2)CC1)Nc1nnc(-c2ccc(Cl)cc2)s1	108	108	108	110	117	97	91	114
O=C(/C=C\c1ccc(Cl)cc1)c1ccc(NC2=CC(=O)c3ccccc3C2=O)cc1	92	83	89	67	110	101	86	81
O=C(O)c1cn(C2CC2)c2cc(N3CCN(C(=O)N/N=C/c4cccc5ccccc45)CC3)c(F)cc2c1=O	101	90	95	98	110	86	95	104
CC(=O)Nc1ccc(S(=O)(=O)NC(CCC(=O)Nc2ccc(Cl)cc2)C(=O)O)cc1 (stereo not drawn)	76	83	108	94	78	58	97	107
CSc1nc(=S)cc(C)[nH]1	97	·	149	103	98	94	106	144
CN(Cc1cnc2nc(N)nc(N)c2n1)c1c(Cl)cc(C(=O)NC(CCC(=O)O)C(=O)O)cc1Br (stereo not drawn)	15	24	55	81	26	62	46	37
COC(=O)c1cccc([N+](=O)[O-])c1	109	108	108	130	111	93	107	108
COc1cccc(CNc2ccc(N3CCOCC3)c(C(=O)O)c2)c1	102	96	116	93	98	93	100	103
COc1ccc(NC(=O)CSc2nc(C)c(C(C)=O)n2-c2ccccc2)cc1	101	87	82	104	92	77	100	97
c1ccc(CSc2ncccc2-c2nnc(SCCN3CCOCC3)o2)cc1	124	100	123	106	119	107	109	120
